# Yp Topo-I inh = Y. pestis Topo-I inhibition via cleavage products. activity, % at 10 µM. 0.064% of 360,000 active. Y. pestis Topo-I cleavage product accumulation, plate reader; in the data active = activity above about 50%, passing the limit was not always enough; inconclusive = no clear call, values can overlap the other calls; also: inactives centre near 2
# PfHsp40 yeast = compounds rescuing yeast from Plasmodium falciparum HSP40 toxicity | 0.68% of 340,000 active | S. cerevisiae expressing PfHsp40, growth rescue, ATP luminescence | growth rescue, % at 12.5 µM | AID 504582; in the data active = growth rescue above about 28%, passing the limit was not always enough; inconclusive = no clear call, values can overlap the other calls;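 also: yeast W303a lacking pdr1 and pdr3 grown in galactose medium; growth measured after three days at 30 °C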
# 3CLpro inhibitor = SARS-CoV 3CLpro protease inhibition | P0C6X7 | recombinant SARS-CoV 3CLpro, quenched FRET peptide cleavage | inhibition, % at 6 µM | 0.14% of 290,000 active; in the data active = inhibition above about 12%
# TcdB inh = TcdB glycohydrolase inhibition. AID 652162. inhibition, % at 9.99 µM. P18177. 0.24% of 350,000 active. TcdB glycohydrolase enzymatic assay, plate reader; in the data active = inhibition above about 10%
# CCHF vOTU inh = CCHFV vOTU protease inhibition; Pep-AMC fluorescence; inhibition, % at 11.5 µM; 0.55% of 370,000 active; AID 651958; in the data active = inhibition above about 30%; also: 0% = vehicle wells with enzyme and 100% = no enzyme wells
# DUSP3 inh = inhibitors of human VHR1 phosphatase (DUSP3) | AID 1654 | P51452 | inhibition, % at 13.3 µM | 0.52% of 290,000 active | recombinant VHR phosphatase, pNPP absorbance; in the data active = inhibition above about 50%; also: some compounds called inactive have numbers as strong as hits
# Target sequence (P51452 whole entry, looked up): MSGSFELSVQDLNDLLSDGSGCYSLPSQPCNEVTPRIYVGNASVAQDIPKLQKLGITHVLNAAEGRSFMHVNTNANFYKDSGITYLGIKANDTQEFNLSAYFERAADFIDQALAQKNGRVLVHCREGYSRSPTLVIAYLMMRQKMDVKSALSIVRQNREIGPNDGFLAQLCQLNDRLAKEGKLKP
# BH1578 lux ind = inducers of Vibrio cholerae quorum light production without autoinducers. activation, % at 18.7 µM. 0.16% of 350,000 active. V. cholerae BH1578 lux reporter, luminescence, 6 h; in the data active = activation mostly above about 9.7%, no sharp cut-off; inconclusive = no clear call, values can overlap the other calls; inactive = mostly below about 3.7%; also: not every result past the cut was called active; inactives centre near 0; reference of the scale not given here
# SSB-PriA inh = K. pneumoniae PriA-SSBct interaction inhibition; AlphaScreen SSBct-PriA binding, biotinylated peptide; inhibition, % at 33 µM; 0.6% of 430,000 active; AID 1272365; in the data active = inhibition mostly above about 37%, no sharp cut-off; inactive = mostly below about 20%;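 also: plate controls were negative control peptide for no effect and reference peptide for full effect; strong numbers were not always called active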
# BoNT-A LC inh2 = inhibitors of Botulinum neurotoxin A light chain protease; multiplex microsphere protease substrate cleavage, flow cytometry; inhibition, % at 10 µM; 0.17% of 360,000 active; also: plate controls were buffer without enzyme for full effect and enzyme alone for no effect
# Anthrax LF prot = blocks Bacillus anthracis lethal factor protease | AID 588501 | inhibition, % at 10 µM | multiplex microsphere protease cleavage assay, LF | 0.12% of 360,000 active | P15917; also: plate controls were buffer without enzyme for full effect and enzyme alone for no effect
# Target sequence (P15917 whole entry, looked up): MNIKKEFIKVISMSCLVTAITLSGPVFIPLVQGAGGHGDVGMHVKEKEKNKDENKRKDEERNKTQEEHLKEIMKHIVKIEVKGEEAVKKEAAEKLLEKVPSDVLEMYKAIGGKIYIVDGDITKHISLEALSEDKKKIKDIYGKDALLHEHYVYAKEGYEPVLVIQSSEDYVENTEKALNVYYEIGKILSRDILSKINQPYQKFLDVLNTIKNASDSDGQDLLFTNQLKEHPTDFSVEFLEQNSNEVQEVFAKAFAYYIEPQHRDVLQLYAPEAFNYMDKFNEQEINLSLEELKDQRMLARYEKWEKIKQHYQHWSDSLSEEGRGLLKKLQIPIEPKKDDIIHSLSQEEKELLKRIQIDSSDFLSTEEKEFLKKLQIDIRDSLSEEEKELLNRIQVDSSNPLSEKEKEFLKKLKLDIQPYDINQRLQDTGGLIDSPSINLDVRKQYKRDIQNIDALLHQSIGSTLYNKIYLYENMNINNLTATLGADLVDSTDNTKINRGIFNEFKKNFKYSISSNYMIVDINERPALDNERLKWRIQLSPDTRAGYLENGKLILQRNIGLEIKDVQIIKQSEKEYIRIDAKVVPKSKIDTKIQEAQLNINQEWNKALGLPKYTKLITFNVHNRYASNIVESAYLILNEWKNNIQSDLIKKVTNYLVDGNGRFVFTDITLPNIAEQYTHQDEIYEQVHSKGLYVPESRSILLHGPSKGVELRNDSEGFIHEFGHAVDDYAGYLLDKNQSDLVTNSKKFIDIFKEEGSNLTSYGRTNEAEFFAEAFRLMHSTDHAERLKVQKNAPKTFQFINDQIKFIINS
# Starred values were filed as active, the others as inactive; i = inactive; ? = inconclusive; . = not tested or not shown. Rule as the data show it, unless noted: active = inhibition above about 30%; inconclusive = no clear call, values can overlap the other calls; inactive = below that.
SMILES	Yp Topo-I inh	PfHsp40 yeast	3CLpro inhibitor	TcdB inh	CCHF vOTU inh	DUSP3 inh	BH1578 lux ind	SSB-PriA inh	BoNT-A LC inh2	Anthrax LF prot
Cc1[nH]c2ccccc2c1/C=N\NC(=O)c1ccccc1Cl	-4	.	.	4.1	6	.	5.3	.	4.7	21
CCCNC(=O)c1cc(C2CCCCN2C(=O)c2ccc(C#N)cc2)on1 (configuration not stated)	1	.	.	0.0	-10	.	-4.5	.	0.7	-9
CCOc1ccc(-c2nnc(N)s2)cc1	7	2.8	0	.	9	2	-12	5	0.5	-2
CCOC(=O)c1c(CN2CCC(C)CC2)oc2ccc(OC)cc12	27	0.2	2	.	15	24	-1.0	-26	-0.3	-2
COc1ccc(-n2c3nc4ccccc4nc3c3c(=N)oc(C)nc32)cc1	1	-0.2	1	.	69*	2	-0.4	13	-2.3	-13
Cc1occc1C(=O)NNC1=CC(=O)CC(C)(C)C1	-1	0.0	-4	.	3	3	1.1	-9	-0.9	0
CC1=C(C(=O)OCc2ccccc2)C(c2ccccc2OC(F)F)NC(=O)N1 (configuration not stated)	-11	0.7	1	.	17	-7	1.7	-10	-0.5	-1
Cc1noc(C)c1C(=O)N1CCC(C(=O)c2ccccc2)CC1	2	1.0	2	-1.4	4	13	-0.7	-11	0.7	2
Cc1cccc(C(=O)NCC(=O)Nc2ccncc2)c1	3	-0.1	.	0.2	-1	.	i	-4	-2.2	-5
CC(C)(Cc1ccc(O)cc1)NC(=O)SCc1ccccc1	-5	1.8	6	2.4	7	51*	-0.4	5	2.6	2
COC/C=C/C1=CC2=CC(=O)C(C)(OC(=O)c3cnc4ccccc4n3)C(=O)C2=CN1C(CO)CO (configuration not stated)	-10	-1.7	.	-0.9	2	15	0.8	-11	0.0	-3
CC(=O)c1c(COC(=O)c2ccco2)nc2ccccc2[n+]1[O-]	1	-0.6	.	.	26	20	0.7	-21	-0.3	0
O=c1[nH]c2ccccc2cc1CN(Cc1cccnc1)S(=O)(=O)c1ccc([N+](=O)[O-])cc1	5	-0.8	1	1.5	3	6	i	-7	-0.8	3
CCOC(=O)c1ccc(N2C(=O)C(O)=C(C(C)=O)C2c2ccccn2)cc1 (configuration not stated)	2	-1.5	-1	.	-2	-1	-0.4	-3	0.3	0
COc1ccc(NC(=O)CN2C(=O)COc3ccc(S(=O)(=O)N4CCOCC4)cc32)cc1Cl	-12	0.6	2	1.5	22	-4	-0.3	-2	-0.5	-2
CCOc1ccc(N2C(=O)C3C(c4ccccc4F)NN(C(=O)c4ccc(C)cc4)C3C2=O)cc1 (configuration not stated)	4	1.3	0	0.6	-1	0	-0.2	-5	0.1	-2
Cc1c[n+]([O-])ccc1[N+](=O)[O-]	-8	0.2	.	2.8	-5	.	-0.8	-7	0.2	-9
C[N+]1(CCn2ccc3ccccc32)CCCCC1	-12	0.7	4	0.6	4	23	-0.3	-7	1.7	-4
NC(=O)CC(NC(=O)c1cccc(Br)c1)c1ccc(N2CCN(c3ccc(F)cc3)CC2)c([N+](=O)[O-])c1 (configuration not stated)	-1	1.4	7	3.1	3	9	-2.1	15	0.4	-9
COc1ccc([C@H]2CC(=O)C=C(c3ccc4cc[nH]c4c3)C2)cc1	-3	1.3	.	0.2	0	.	i	15	-1.1	1
CCOC(=O)c1sc(NC(=O)C2CC(=O)N(c3ccc(OCC)cc3)C2)nc1C (configuration not stated)	12	-0.2	1	0.2	-4	-29	-1.2	6	1.5	0
O=C(COc1ccc(F)cc1Br)Nc1ccccc1N1CCOCC1	-12	0.7	.	-0.3	-1	.	-0.3	-52	-0.5	0
Cn1c(=O)[nH]c(=O)c2c1nc(N1CCN(CCO)CC1)n2Cc1ccccc1Cl	19	-1.9	-1	0.7	-12	24	i	-1	?	-1
CC1CCN(S(=O)(=O)c2ccc3[nH]c(=O)ccc3c2)CC1	3	0.5	-4	1.4	-1	2	i	-10	0.2	-4
COc1cc(/C=N/NC(=O)C(NC(=O)c2ccccc2)c2n[nH]c(=O)c3ccccc23)ccc1OCC(N)=O (configuration not stated)	19	-0.5	4	0.0	25	34	0.7	.	1.2	1
CC1(c2ccc(OC(F)F)cc2)NC(=O)N(CC(=O)Nc2ccc(S(N)(=O)=O)cc2)C1=O (configuration not stated)	-1	-1.0	4	1.1	0	26	-0.3	4	0.2	-2
COc1ccc(CNC(C)CCc2ccccc2)cc1 (configuration not stated)	-11	-1.2	-4	1.1	6	4	i	-8	-2.9	-14
c1ccc(-c2ccccc2-c2nc(-c3ccncc3)no2)cc1	20	32*	-3	.	14	15	i	-7	-0.5	-6
Cc1cc(C(=O)NCCCC(=O)O)c(C)o1	0	1.1	0	.	-7	-19	-0.1	-13	-3.3	-12
Cc1cccc(C)c1-n1nnnc1C(c1ccnc2ccccc12)N1CCCN(C(=O)OC(C)(C)C)CC1 (configuration not stated)	.	.	.	-0.8	2	.	.	.	-1.0	-13
N#CCCN(C(=O)COC(=O)c1n[nH]c2ccccc12)c1ccccc1	10	-0.4	.	-1.1	-2	.	-7.1	2	-0.9	0
CC1=CC(C)C2(CO)COC(c3ccc(O)cc3)C1C2C (configuration not stated)	7	-0.8	3	1.4	-6	14	-0.3	-19	0.5	3
CC(=O)N1CCC(CCCC2CCN(C(C)=O)CC2)CC1	5	-1.4	.	-0.2	-1	.	0.9	13	-0.3	-1
Cc1ccc(Cn2c(=N)c(C(=O)NC3CCCCC3)cc3c(=O)n4ccccc4nc32)cc1	-4	-1.3	-2	0.6	-1	-1	-0.4	1	22	20
Cc1ccc(C)c(C(=O)NCCN(C)C)c1	-2	0.0	1	.	0	-1	-13	-13	-0.5	4
CC(=O)Nc1cccc(OCC(=O)NC(C)C(C)C)c1 (configuration not stated)	2	0.4	4	.	1	31	.	2	0.6	-9
COc1ccc(CNC2CC(C)N(C)CC2C)cc1OC (configuration not stated)	5	6.1	2	1.2	-12	9	-0.7	-3	-8.6	-16
NCC(=O)c1cccc2ccc[n+]([O-])c12	-8	0.1	0	1.0	-5	20	0.4	.	-1.1	1
N=C1c2ccccc2CN1CC(=O)c1ccccc1	2	1.2	-5	2.1	15	21	i	-25	0.5	2
O=C(Nc1cc(S(=O)(=O)N2CCCC2)ccc1Cl)c1ccncc1	4	-1.4	.	1.1	-8	.	-5.0	5	-0.7	-6
Cn1c(=O)c2c(nc(SCC(=O)c3ccc(F)cc3)n2C)n(C)c1=O	8	-0.4	0	-0.2	8	17	-0.2	-5	0.3	-2
CCCCOCCCNC(=O)C[C@@H]1C[C@@]2(C(=O)OCC)CCC=C2N(Cc2ccco2)C1=O	.	.	.	0.7	1	.	.	.	0.4	-6
C#CCN1C(=O)C(O)(CC(=O)c2ccc(OC)c(OC)c2)c2ccccc21 (configuration not stated)	1	2.2	2	.	-5	-4	1.2	-4	-0.1	-7
Cc1ccc(/C=N/NC(=O)CC2N=C(Cc3ccccc3)NNC2=O)cc1 (configuration not stated)	11	2.8	0	.	3	.	7.3	.	0.4	1
CN1C2CCC1CC(NC(=O)CSCc1ccc(Cl)cc1Cl)C2 (configuration not stated)	-10	0.7	8	1.3	-3	-7	i	-12	-1.1	0

# Next section; it opens with the 3 that closed the last part.
SMILES	Yp Topo-I inh	PfHsp40 yeast	3CLpro inhibitor	TcdB inh	CCHF vOTU inh	DUSP3 inh	BH1578 lux ind	SSB-PriA inh	BoNT-A LC inh2	Anthrax LF prot
C#CCN1C(=O)C(O)(CC(=O)c2ccc(OC)c(OC)c2)c2ccccc21 (configuration not stated)	1	2.2	2	.	-5	-4	1.2	-4	-0.1	-7
Cc1ccc(/C=N/NC(=O)CC2N=C(Cc3ccccc3)NNC2=O)cc1 (configuration not stated)	11	2.8	0	.	3	.	7.3	.	0.4	1
CN1C2CCC1CC(NC(=O)CSCc1ccc(Cl)cc1Cl)C2 (configuration not stated)	-10	0.7	8	1.3	-3	-7	i	-12	-1.1	0
O=C(Nc1nccs1)C1CCCCN1S(=O)(=O)c1ccccc1 (configuration not stated)	-2	-0.6	1	1.8	-5	3	i	4	0.6	-2
N=c1sccn1CC(=O)Nc1ccc([N+](=O)[O-])cc1Cl	-9	-1.0	-6	0.2	4	11	-0.6	-5	-0.2	-1
O=C(CCCCCN1C(=O)c2cccc3cccc(c23)C1=O)NCc1ccco1	2	.	1	0.3	-7	32	i	-4	-0.2	-4
O=C(CSc1nnc(-c2ccncc2)n1C1CC1)c1cccs1	5	.	.	0.5	2	.	i	.	0.4	-4
COc1ccc(NC(=O)c2cccc3cccnc23)cc1S(N)(=O)=O	6	0.6	3	0.7	1	8	-0.2	-7	3.0	3
O=C(NCCN1CCCCC1)Nc1cccc(F)c1	3	0.0	-1	0.9	-5	57*	-0.3	9	-2.1	2
CCCOc1ccc(C(=O)N2CCCC2C(=O)O)cc1 (configuration not stated)	6	0.4	1	.	8	22	i	5	-0.8	-2
NS(=O)(=O)c1ccc(NC(=O)COC(=O)COc2ccc(Cl)cc2)cc1	-9	-1.7	0	-2.0	-10	1	i	-2	-0.2	-2
NCC12CC3CC(C1)CC(CN)(C3)C2	-3	-0.6	3	.	5	5	i	0	-0.2	-3
CC(=O)c1ccc(S(=O)(=O)Nc2ccc(C(=O)NCC(c3cccs3)N3CCOCC3)cc2)cc1 (configuration not stated)	-4	1.7	.	0.5	-1	.	-2.9	-7	-3.7	0
Cc1cc(C)cc(NC(=O)/C=C/c2ccc([N+](=O)[O-])s2)c1	1	0.4	-2	1.1	-3	38	i	-10	-0.2	0
OCCC1CN(CCCn2cccn2)CCN1Cc1ccccc1 (configuration not stated)	6	9.8	-5	0.3	-9	25	i	-20	0.5	2
CCCCOc1cc(CC2CNC(=O)N2)ccc1OC (configuration not stated)	2	-0.8	.	2.0	-1	.	-0.4	-9	-0.4	-3
CCOC(=O)C(C)Sc1ncnc2c1c(-c1ccccc1)cn2-c1ccc(OC)cc1 (configuration not stated)	31	-0.1	2	-0.5	11	12	-0.8	-11	-0.8	-2
Cc1cc(OCC(=O)NC(C)C)ccc1Cl	3	-0.6	-1	0.2	14	16	-0.2	-10	-0.5	0
COc1cc(C)ccc1OCCOCCOc1ccccc1Br	37	3.6	7	.	8	21	5.3	-33	0.0	-2
Cc1nc(CNS(=O)(=O)c2ccc(Oc3ccccc3)cc2)cs1	7	0.6	-3	.	-5	6	-0.2	-6	0.2	0
Cc1ccc(N2CCC3CC2c2cc(-c4ccc(C(F)(F)F)cc4)ccc23)cc1 (configuration not stated)	-7	.	.	2.6	3	.	2.0	.	-0.7	-4
Cc1ccc(S(=O)(=O)NC2c3cccc4cccc(c34)C2Sc2nc(C)cc(C)n2)cc1 (configuration not stated)	28	3.9	3	.	-4	11	-0.4	-7	-0.4	-2
CN1CCN(c2nnc(-c3cccs3)c3ccccc23)CC1	5	1.2	3	0.4	-4	4	-1.4	-8	1.0	5
CCOC(=O)c1ccc(NC(=O)CN2C(=O)CN(C(C)=O)C2=S)cc1	1	-0.4	3	1.4	-11	16	i	-14	.	.
Cn1cccc1-c1cc(C(=O)N/N=C/c2ccccc2Cl)[nH]n1	-4	0.3	0	0.2	4	24	-0.3	.	0.7	-2
CC(C)Nc1nc(NCCOc2ccccc2)c2sccc2n1	2	.	.	0.3	2	.	0.2	.	0.3	6

# Bioassay records as filed in PubChem.

# Some of the compounds tested. The share of hits here may be higher or lower than overall.
